From PubChem
Sm TGR inh = qHTS Assay for the Inhibitors of Schistosoma Mansoni Peroxiredoxins | Schistosoma mansoni thioredoxin glutathione reductase (TGR), Q962Y6 | purified TGR, DTNB reduction, TNB absorbance 405 nm | Potency, µM (highest dose often 114 µM), without a hit: at the highest dose activity change, negative = inhibition, usual class: inhibitors | actives 3% (n = 360,000) | AID 485364, 2010; further: potency means the concentration at half of the fitted maximal effect; nearly all actives have a fitted effect of over 60% in size
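TGR 20 nM + NADPH 100 uM (dispensed conc.), cpd preinc 15 min RT; start with NADPH (500 uM addition) then DTNB (15 mM addition). Kinetic TNB absorbance, 405 nm filter. Four-parameter Hill fit across titration.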
AmpC inh detg = qHTS Inhibitors of AmpC Beta-Lactamase (assay with detergent); P00811; AmpC hydrolysis of nitrocefin, absorbance 480 nm, 0.01% Triton; Potency, µM (top dose mostly 114 µM), inactives show top-dose activity change, negative = inhibition, actives largely listed as inhibitors; actives 0.041% (n = 370,000); AID 485294, 2010;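 further: potency means the concentration at half of the fitted maximal effect; 0% = no-compound wells and -100% = no-enzyme wells; nearly all actives have a fitted effect of over 25% in size; some results filed as inactive show a strong effect at the top dose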
Target sequence (P00811 whole entry, looked up): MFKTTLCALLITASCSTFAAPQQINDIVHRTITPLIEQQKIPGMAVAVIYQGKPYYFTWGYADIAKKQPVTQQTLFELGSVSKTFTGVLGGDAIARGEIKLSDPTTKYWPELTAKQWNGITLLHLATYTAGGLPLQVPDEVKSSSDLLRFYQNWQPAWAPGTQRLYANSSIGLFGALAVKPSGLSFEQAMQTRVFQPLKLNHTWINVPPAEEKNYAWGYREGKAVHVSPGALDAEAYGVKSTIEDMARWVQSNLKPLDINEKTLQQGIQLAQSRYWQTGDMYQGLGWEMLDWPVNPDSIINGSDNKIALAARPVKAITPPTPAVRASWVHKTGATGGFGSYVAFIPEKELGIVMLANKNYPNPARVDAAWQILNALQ
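20 mM phosphate pH 7.0 + 0.01% (detergent screen) or 0.0001% Triton X-100; 5.3 nM AmpC reagent; cpd preinc 15 min RT; nitrocefin (800 uM stock) to start; A480 q20 s × 4 min; Activity was normalised to no-enzyme and no-compound control wells.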
HCMV inh = qHTS Assay for inhibitors of the human cytomegalovirus (HCMV) | HFF cells, HCMV-luciferase reporter, 72 h; active compounds read low | activity change, negative = inhibition, % at 57.5 µM | actives 4.5% (n = 410,000); in the data active means activity change below about -60%; inconclusive means no clear call, values can overlap the other calls; inactive means above about -39%
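Luciferase read-out from HCMV-luciferase-infected HFFs (MOI 1 PFU/cell) 72 h post infection at 37C; compounds added after 16 h cell attachment; activity normalized between buffer-only basal and Salinomycin (10uM) inhibitor controls.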
HCV inhibitor = qHTS Assay for Inhibitors of Hepatitis C Virus (HCV); Huh7.5.1 HCVcc-Cre infection, luciferase reporter, 44 h; Potency, µM (titrated, usually from 41.8 µM), without a hit: at the top dose activity change, negative = inhibition, hits mostly inhibitors; actives 3.4% (n = 340,000); further: potency means the concentration at half of the fitted maximal effect
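1,000 cells/well; 4 h culture; + compound; + HCVcc-Cre (~0.5 moi); 44 h; luciferase substrate, RT 15 min; read 15 sec.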
AMA1-RON2 inh = qHTS for Inhibitors of AMA1-RON; Towards Development of Antimalarial Drug Lead: Primary Screen; Plasmodium falciparum AMA1 (3D7) - RON2 peptide interaction; AlphaScreen AMA1-biotinylated RON2 peptide binding; Potency, µM (titrated, usually from 58.2 µM), inactives show at the highest dose activity change, negative = inhibition, usual class: inhibitors; actives 0.2% (n = 360,000); AID 720542, 2013;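 further: potency means the concentration at half of the fitted maximal effect; 0% = vehicle wells and -100% = peptide control; nearly all actives have a fitted effect of over 45% in size; some results filed as inactive show a strong effect at the top dose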
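AMA1 (3D7) with his tag at 25 nM final met compounds first, then biotinylated RON2 peptide at 25 nM; detection used donor plus acceptor beads, 10 µg/mL apiece, read by AlphaScreen after 30 min at room temperature.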
Giardia FBPA inh = qHTS Assay for Inhibitors of Fructose-1,6-bisphosphate Aldolase from Giardia Lamblia; A8B2U2; purified Giardia FBPA; Potency, µM (series often up to 59.6 µM), without a hit: at the highest dose activity, negative = inhibition, hits mostly inhibitors; actives 0.71% (n = 290,000); further: potency means the concentration at half of the fitted maximal effect; nearly all actives have a fitted effect of over 55% in size
Target sequence (A8B2U2 whole entry, looked up): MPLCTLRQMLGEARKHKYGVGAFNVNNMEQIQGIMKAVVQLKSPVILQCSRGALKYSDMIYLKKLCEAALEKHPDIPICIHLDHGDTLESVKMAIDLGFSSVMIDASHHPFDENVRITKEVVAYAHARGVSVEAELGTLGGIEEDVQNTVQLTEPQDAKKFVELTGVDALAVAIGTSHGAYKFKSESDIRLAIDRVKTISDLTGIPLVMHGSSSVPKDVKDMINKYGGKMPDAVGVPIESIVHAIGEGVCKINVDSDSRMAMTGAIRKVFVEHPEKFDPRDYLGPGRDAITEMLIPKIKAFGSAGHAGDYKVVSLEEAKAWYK
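40 nM FBPA preincubated 10 min at RT with compound (up to 57.5 uM final), then substrate plus GAPDH/TPI/NAD/arsenate coupling and diaphorase/resazurin added. Fluorescence read after 20 min at RT, 525/598 nm.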
Active calls of the source: *; ? = inconclusive; . = not tested or not shown; & = joins results of further samples; [ ] = dose if it differs, or a comment. Unless noted, the call rests on the fitted dose curve; in most records, active means well fitted curve in the direction sought with a large enough effect; inconclusive means small, poorly fitted or top-dose-only effect, or another doubt; inactive means no such curve, though single readings can be large; an effect the other way counts as inactive or inconclusive. Unless noted, on the % scale 0 is the no-effect control and ±100 the full control effect. Not a hit list (roughly 9.3% active in at least one column).

no. | SMILES | Sm TGR inh | AmpC inh detg | HCMV inh
1 | O=C(Oc1cccc(N2C(=O)CCC2=O)c1)c1ccccc1 | -15% | -4% | 12
2 | C/C(N)=C(/C#N)C(=O)COC(=O)C(c1ccccc1)c1ccccc1 | -11% | 2% | -38
3 | O=C(O)c1ccc(Nc2ncnc3scc(-c4ccccc4)c23)cc1 | 0%&2% | 3%&3% | ?
4 | NCc1nc(-c2ccc(Cl)cc2)no1 | 12% | -5% | 29
5 | CCc1ccc(C(=O)NN=C2CCCCCC2)s1 | -1% | ? | 25
6 | Cc1ccc(-c2nc3cccnc3s2)cc1NS(=O)(=O)c1ccc2c(c1)CCCC2 | -4% | -18% | 111
7 | Cc1cccc(OCc2nc(-c3ccccn3)n[nH]2)c1 | -3% | -3% | -11
8 | O=C(N/N=C\c1ccc(COc2ccc([N+](=O)[O-])cc2)o1)c1cccc(Cl)c1 | -24% | ? | 5
9 | COc1ccccc1/C=C\C(=O)NCC(=O)N/N=C/c1ccc(O)cc1O | 7% | 3% | -23
10 | Cc1ccc([C@@H]2[C@@H]3C(=O)N(c4ccccc4)C(=O)[C@@H]3[C@]3(C)C(=O)N(Cc4ccccc4)CC(=O)N23)o1 | -18% | ? | -37
11 | CCCC(=O)NC1=C(C#N)C2(CCCC2)Cc2ccccc21 | -8% | -7% | 12
12 | O=C(Nc1ccc(S(=O)(=O)Nc2ncccn2)cc1)C(F)(F)F | 2% | -6% | -4
13 | O=C(O)c1cc(S(=O)(=O)Nc2ccc3c(c2)OCCO3)c(Cl)cc1Cl | 3% | ? | ?
14 | COc1cccc(C(=O)Nc2nnc(-c3ccc(F)cc3)o2)c1 | 1% | 3% | -11
15 | CN(C(=O)COC(=O)c1ccc(Cl)c(N)c1)c1ccccc1 | 0% | -4% | 1

no. | HCV inhibitor | AMA1-RON2 inh | Giardia FBPA inh
1 | 9% | -15% | 1%
2 | 17% | -10% | 3%
3 | 1% | 11% | 24%
4 | -9% | 12% | 4%
5 | 3% | 81%[activator] | 1%
6 | -7%[8.37 µM] | -8% | 13%
7 | -13% | ? | ?
8 | -29% | -30% | 3%
9 | -22% | 155%[activator] | 25%
10 | 4% | 1% | -7%
11 | 4% | 0% | -9%
12 | -8% | -6% | ?
13 | ? | 2% | -12%
14 | -1% | 112%[activator] | ?
15 | 1% | -4% | 3%

Going on with the list:
no. | SMILES | Sm TGR inh | AmpC inh detg | HCMV inh
16 | COc1ccc(Cn2nc(C)cc2C)cc1OC | -1% | 1% | 3
17 | Cc1ccc2c(c1)CCCN2C(=O)c1c(C)noc1C | -9% | -1% | -36
18 | Cn1c(N)c(S(=O)(=O)N2CCN(C(=O)c3ccco3)CC2)c(=O)n(C)c1=O | -5% | -7% | -25
19 | CC(=O)C[C@H](O)CC(=O)[C@H]1OC(=O)CCCCCCCCc2ccccc21 | . | . | -12
20 | O=C(Nc1ccc(S(=O)(=O)Nc2cnc3ccccc3n2)cc1)c1ccc([N+](=O)[O-])cc1Cl | -2% | 2% | 96
21 | CC(=O)OCC(=O)[C@@]1(OC(C)=O)[C@@H](C)C[C@H]2[C@@H]3C[C@H](F)C4=CC(=O)C=C[C@]4(C)[C@@]3(F)[C@@H](O)C[C@@]21C | 4% | -1% | 41
22 | Cc1ccc2nc3c(cc(C(=O)NCC4CCCO4)n3C)c(=O)n2c1 (stereo not given) | 7% | 1% | .
23 | CCCOC1CCCN(C(=O)CCc2nnc(CCCCc3ccccc3)o2)C1 (stereo not given) | -15% | 3% | 19
24 | COc1ccccc1CC(=O)NN1C(=O)NC2(CCC(C)CC2)C1=O (stereo not given) | 0% | ? | -33
25 | Cc1nc2ccccc2c2oc(C(=O)NCc3ccccn3)cc12 | 6% | -3% | ?
26 | Nc1ncnc2c1ncn2[C@@H]1O[C@H](CNC(=O)[C@H]2CCC(=O)N2)[C@@H](O)[C@H]1O | . | . | -5
27 | CCOC(=O)CN(C(=O)CNC(=O)c1ccco1)C(C(=O)NC1CCCC1)c1ccccc1OCC (stereo not given) | 7% | -17% | 0
28 | O=S(=O)(c1ccc2ccccc2c1)n1cccn1 | 3% | -15% | 2
29 | CC1=C2C(=O)C3C(CC=C4CC(O)CCC43C)C2CCC12OC1CC(C)CNC1C2C (stereo not given) | 6% | 0% | 16
30 | CCC1C(=O)N=C(SCC(=O)Nc2ccc(S(N)(=O)=O)cc2)NC1=O (stereo not given) | 0% | -11% | -35

no. | HCV inhibitor | AMA1-RON2 inh | Giardia FBPA inh
16 | -3% | -10% | -19%
17 | 6% | 0% | 2%
18 | -5% | 15% | 2%
19 | 3% | -1% | .
20 | 3% | -4% | -21%
21 | 0%[8.37 µM] | 7% | -12%
22 | -2% | . | 5%
23 | ? | -2% | 1%
24 | ? | 13% | .
25 | ? | 8% | 6%
26 | 57%[activator] | 0% | .
27 | 7% | -8% | 1%
28 | 10% | -17% | .
29 | 16% | 8% | 5%
30 | 22% | 7% | 3%

Additional results follow:
no. | SMILES | Sm TGR inh | AmpC inh detg | HCMV inh
31 | O=S(=O)(NCCCCCCNS(=O)(=O)c1c(F)cccc1F)c1ccc2c(c1)OCCO2 | 2% | 9% | 14
32 | Nc1cccc2c1C(=O)N(C(=O)c1cccc(S(=O)(=O)N3CCCC3)c1)C2=O | ? | 11% | 34
33 | Cc1cc(C)c(NC(=O)C2CCN(c3nc4ccccc4n4cccc34)CC2)c(C)c1 | 1% | 7% | 32
34 | Cc1ccc(S(=O)(=O)N2CC=C(C(=O)NCCC(C)C)CC2)cc1 | -3% | 2% | -14
35 | CCN(CC(=O)Nc1ccc(OC)cc1)C(=O)c1cc(S(=O)(=O)N2CCOCC2)ccc1N1CCCC1 | 0% | 0% | -35
36 | Cc1cc(C(=O)Nc2c(F)cc(F)cc2Br)n(-c2ccccc2)n1 | -12% | -1% | -19
37 | Cc1cccc(-n2nnc(-c3nc(-c4cccs4)no3)c2N)c1C | -1% | 4% | 78
38 | COc1ccc(C)cc1S(=O)(=O)N(C)CC(=O)Nc1ccc2c(c1)OCO2 | 6% | -6% | -27
39 | COc1cc([N+](=O)[O-])ccc1NC(=O)CCCOc1cccc(C)c1C | -2% | ? | 80
40 | O=C(CCSCCC(=O)NCc1ccc(F)cc1)NCc1ccc(F)cc1 | ? | -4% | ?
41 | CCOc1ccc(NS(=O)(=O)c2coc(C(N)=O)c2)cc1 | 1% | -10% | 25
42 | CCOC(=O)c1cn(Cc2ccc(C)cc2)nn1 | 0% | -2% | 27
43 | O=C(c1ccc(-c2ccccc2)cc1)C1CCCN(C(=O)c2ccncc2)C1 (stereo not given) | -6% | -1% | ?
44 | CC1(C)NC(=O)N(CCCCOc2ccc3c(c2)CCC3)C1=O | -4% | -8% | -4
45 | CCn1c(C)nc2cc(C(=O)N/N=C(\C)c3ccc(N4CCOCC4)cc3)ccc21 | 6% | ? | 0

no. | HCV inhibitor | AMA1-RON2 inh | Giardia FBPA inh
31 | . | . | .
32 | 1% | 17% | 0%
33 | . | . | .
34 | 8% | 17% | 2%
35 | -20% | 3% | .
36 | -6% | -12% | 6%
37 | . | . | .
38 | -5% | -2% | -8%
39 | ? | -13% | -3%
40 | -10% | 12% | -2%
41 | 16% | -25% | -12%
42 | 18% | -11% | 7%
43 | -11% | 6% | -4%
44 | ? | -2% | 0%
45 | 4% | 16% | -5%

Among those listed so far, six have a furan ring, fused or not:
no. | SMILES | Sm TGR inh | AmpC inh detg | HCMV inh
8 | O=C(N/N=C\c1ccc(COc2ccc([N+](=O)[O-])cc2)o1)c1cccc(Cl)c1 | -24% | ? | 5
10 | Cc1ccc([C@@H]2[C@@H]3C(=O)N(c4ccccc4)C(=O)[C@@H]3[C@]3(C)C(=O)N(Cc4ccccc4)CC(=O)N23)o1 | -18% | ? | -37
18 | Cn1c(N)c(S(=O)(=O)N2CCN(C(=O)c3ccco3)CC2)c(=O)n(C)c1=O | -5% | -7% | -25
25 | Cc1nc2ccccc2c2oc(C(=O)NCc3ccccn3)cc12 | 6% | -3% | ?
27 | CCOC(=O)CN(C(=O)CNC(=O)c1ccco1)C(C(=O)NC1CCCC1)c1ccccc1OCC (stereo not given) | 7% | -17% | 0
41 | CCOc1ccc(NS(=O)(=O)c2coc(C(N)=O)c2)cc1 | 1% | -10% | 25

no. | HCV inhibitor | AMA1-RON2 inh | Giardia FBPA inh
8 | -29% | -30% | 3%
10 | 4% | 1% | -7%
18 | -5% | 15% | 2%
25 | ? | 8% | 6%
27 | 7% | -8% | 1%
41 | 16% | -25% | -12%

Other compounds follow:
no. | SMILES | Sm TGR inh | AmpC inh detg | HCMV inh
46 | Cc1ccc(NC(=O)C2CCCN2S(=O)(=O)c2ccc(F)cc2)c(C)c1 (stereo not given) | -4% | ? | 15
47 | C=C1SC(=Nc2c(C)cc(C)cc2C)N(C(=O)c2sc3ccccc3c2Cl)C12CCCCC2 | -1% | -4% | -35
48 | COC(=O)c1ccc(C(=O)NC2CCCc3c2cnn3-c2cc(F)cc(F)c2)nc1 (stereo not given) | 0% | -9% | -10
49 | C/C(=N/NS(=O)(=O)c1ccc(C)c(C)c1)c1ccncc1 | -10% | ? | -31
50 | COCCCN1C(=O)C(=O)/C(=C(/O)c2ccc(OC)cc2C)C1c1cccnc1 (stereo not given) | -26% | -9% | 28
51 | CC1CCCCN1C(=S)NCCc1ccccc1 (stereo not given) | 0% | -2% | 75
52 | CCCc1nnc(NC(=O)CC(C)c2ccccc2)s1 (stereo not given) | 2% | ? | -7
53 | O=C(N/N=C/c1cc([N+](=O)[O-])ccc1Cl)c1ccc2nc[nH]c2c1 | 2% | 1% | -37
54 | Cn1c(C(=O)NCc2ccccc2Cl)cc2sc(Cl)cc21 | 7% | 18% | -62*
55 | N=c1c2ccccc2nnn1-c1ccc(C(F)(F)F)cc1 | -4% | -3% | ?
56 | O=C(NCCCn1ccnc1)/C(=C\c1ccc(Br)cc1)NC(=O)c1ccccc1F | -25% | -6% | 5
57 | Cc1ccc(NC(=O)Cn2cccc2C2=NC(c3ccccc3)CO2)c(C)c1 (stereo not given) | 5% | -1% | -26
58 | O=C1NC(=O)C(C/C=C/c2ccccc2)C(=O)N1 | ? | -16% | 7
59 | COc1cc(NC(=S)NCCCN(C)C)c(OC)cc1NC(=O)c1ccco1 | 1% | 9% | -37

no. | HCV inhibitor | AMA1-RON2 inh | Giardia FBPA inh
46 | 1% | 26% | 4%
47 | -9% | -7% | 4%
48 | -14% | -16% | -2%
49 | 4% | 0% | .
50 | 13% | -8% | -12%
51 | 13% | ? | -2%
52 | 15% | 4% | 2%
53 | -22% | -12% | 6%
54 | . | . | .
55 | 13% | 18% | 0%
56 | 11% | -21% | .
57 | 11% | -2% | 2%
58 | 17% | -3% | -23%
59 | -10% | -13% | 1%
